CHRM4 agonist: agonists of human muscarinic M4 receptor (CHRM4) | CHO-K1 hM4/Gqi5, Fluo-8 calcium fluorescence; vehicle 0%, full acetylcholine response 100% | 360,000 compounds, 0.14% hits | P08173 | activation, % at 3 µM;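 active means activation above the run mean over all test wells plus 3 SD, cut at about 32% in these data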;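 further: peak over basal fluorescence ratio per well then scaled between controls; 0% = DMSO wells and 100% = acetylcholine at EC100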
Target sequence (P08173 whole entry, looked up): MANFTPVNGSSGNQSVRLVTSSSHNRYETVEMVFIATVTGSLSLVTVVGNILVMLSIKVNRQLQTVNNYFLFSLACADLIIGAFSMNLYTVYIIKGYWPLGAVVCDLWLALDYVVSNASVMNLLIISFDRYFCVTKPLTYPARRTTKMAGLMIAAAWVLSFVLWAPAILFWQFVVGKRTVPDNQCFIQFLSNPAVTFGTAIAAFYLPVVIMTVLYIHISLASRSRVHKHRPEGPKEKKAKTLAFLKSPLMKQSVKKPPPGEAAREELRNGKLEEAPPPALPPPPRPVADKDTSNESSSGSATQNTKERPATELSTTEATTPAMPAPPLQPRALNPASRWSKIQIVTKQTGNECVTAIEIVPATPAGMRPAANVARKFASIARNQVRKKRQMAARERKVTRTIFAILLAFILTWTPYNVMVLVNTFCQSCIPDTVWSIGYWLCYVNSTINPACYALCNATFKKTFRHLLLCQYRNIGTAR
M4 antag: blocks acetylcholine activation of human M4 receptor; 360,000 compounds, 0.73% hits; inhibition, % at 3 µM; CHO-hM4 cells, ACh EC80, Fluo-8 calcium fluorescence; P08173;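 active means inhibition above its plate's cutoff, the mean inhibition of sample wells plus 3 SD, cut at about 27% in these data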;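 further: 0% = acetylcholine EC80 with DMSO and 100% = DMSO without agonist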
M1 ag parental: M1 agonist counterscreen hit in parental CHO-K1 cells; Fluo-8 calcium fluorescence; scaled to maximal ATP response, vehicle zero; activation, % at 3 µM; 360,000 compounds, 0.48% hits; AID 602248; in the data active means activation above about 15%;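 further: untransfected CHO-K1 host cells lacking M1 receptor as counterscreen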
CHO parental Ca: signal in parental CHO cells, OX1R antagonist counter-screen; parental CHO-K1, ATP-induced calcium, Fluo-8 fluorescence; inhibition, % at 5.6 µM; 330,000 compounds, 0.63% hits; AID 463079;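 active means inhibition above that plate's mean sample inhibition plus 3 SD, cut at about 26% in these data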;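 further: 0% = ATP-challenged DMSO wells and 100% = DMSO wells without ATP; some compounds past the cut are filed as inactive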
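Assay system: parental CHO cells; Read-out basis: percent inhibition of ATP-evoked calcium rise, normalized to controls; Benchmarks: ATP and no-ATP DMSO wells; Compound dosing: single nominal dose of 5.6 µM per compound; Signal: Fluo-8 calcium dye fluorescence; Also added: ATP as calcium-mobilizing challenge; Repeats: singlicate.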
CHO-K1 Ca antag: nonselective inhibitor or artifact in parental CHO-K1 cells; 360,000 compounds, 0.6% hits; ATP-induced calcium, Fluo-8 fluorescence; inhibition, % at 3 µM; AID 602250;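 active means inhibition above a per-plate cutoff, the plate's mean sample inhibition plus 3 SD, cut at about 24% in these data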;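 further: 0% = DMSO plus EC80 ATP and 100% = DMSO alone without ATP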
CHRM1 PAM: potentiates human M1 receptor response to acetylcholine; P11229; CHO-K1 hM1, Fluo-8 calcium fluorescence, ACh EC20; 0% = ACh EC20, 100% = maximal ACh; AID 588819; activation, % at 3 µM; 360,000 compounds, 0.088% hits; in the data active means activation above about 19%, passing the limit was not always enough
M1 ag: agonists of human M1 muscarinic receptor; CHO-K1 hM1, Fluo-8 calcium fluorescence, agonist mode; 0% DMSO, 100% acetylcholine EC100; activation, % at 3 µM; 360,000 compounds, 0.33% hits;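 active means activation above the run's mean compound activation plus 3 SD, cut at about 16% in these data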;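 further: peak over basal fluorescence ratio within a 140 s kinetic read after compound addition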
CHRM1 antagonist: blocks human M1 muscarinic receptor; P11229; CHO-K1 hM1, Fluo-8 calcium fluorescence, ACh EC80 antagonist; inhibition, % at 3 µM; 360,000 compounds, 1.3% hits;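 active means percent inhibition above its own plate's cutoff, namely the mean of that plate's compound wells plus 3 SD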;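 further: peak over basal fluorescence ratio during 140 s after agonist addition; 0% = ACh EC80 plus DMSO and 100% = DMSO alone without agonist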
OXTR potentiate: human OXTR potentiation; activation, % at 3 µM; 320,000 compounds, 0.061% hits; CHO-OTR cells, Fluo-8 calcium fluorescence, potentiator mode; 0% = oxytocin EC15, 100% = EC100; AID 2445;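 active means activation above that plate's cutoff, the mean activation of tested compounds plus 3 SD, cut at about 6.6% in these data, passing the limit was not always enough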;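 further: 100% uses oxytocin at 75 nM as the full agonist control; some results filed as inactive read as strong as hits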
Target sequence (P30559 whole entry, looked up): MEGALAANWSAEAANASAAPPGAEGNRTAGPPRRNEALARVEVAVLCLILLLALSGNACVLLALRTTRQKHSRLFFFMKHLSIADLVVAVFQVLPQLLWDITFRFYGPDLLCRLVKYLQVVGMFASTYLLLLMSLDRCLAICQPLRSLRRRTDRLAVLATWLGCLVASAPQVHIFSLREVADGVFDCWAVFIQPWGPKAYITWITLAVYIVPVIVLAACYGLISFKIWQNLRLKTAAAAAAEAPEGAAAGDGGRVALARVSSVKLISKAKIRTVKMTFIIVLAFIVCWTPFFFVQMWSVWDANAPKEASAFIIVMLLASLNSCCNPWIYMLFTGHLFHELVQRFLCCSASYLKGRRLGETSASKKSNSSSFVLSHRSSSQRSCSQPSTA
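Material: human OTR in CHO cells. Compound: 3.0 µM, one dose. Timing: compound 6 min at room temperature before oxytocin, 100 s read. Evaluation: % activation of max/min ratio relative to oxytocin controls. Replication: single well per compound, singlicate. Signal: Fluo-8 calcium dye fluorescence.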
* = called active by the depositor; . = no result given.

Abbreviations: A = CHRM4 agonist; B = M4 antag; C = M1 ag parental; D = CHO parental Ca; E = CHO-K1 Ca antag; F = CHRM1 PAM; G = M1 ag; H = CHRM1 antagonist; I = OXTR potentiate
CCc1cccc(NS(=O)(=O)c2ccc3c(c2)NC(=O)CO3)c1
  A: 8 | B: -7 | C: 6.5 | D: -14 | E: 10 | F: 9 | G: 5 | H: 4 | I: -7

COCCN1C(=O)N(c2ccc(OC)cc2)C(=O)C1CC(=O)Nc1cccc(F)c1 (stereo not given)
  A: 2 | B: -1 | C: 1.3 | D: . | E: -12 | F: 9 | G: -3 | H: -12 | I: .

COc1ccc(NC(=O)c2cc3cccc(OC)c3oc2=Nc2ccc(C(=O)O)cc2)cc1OC
  A: 0 | B: -1 | C: -0.2 | D: . | E: -6 | F: 0 | G: -4 | H: 5 | I: .

COC(=O)COc1ccc(S(=O)(=O)NCc2ccncc2)cc1
  A: 18 | B: 6 | C: 11 | D: 9 | E: 10 | F: -10 | G: -1 | H: 23 | I: -7

COc1ccccc1C1OC(c2cccc([N+](=O)[O-])c2)=NN1C(C)=O (stereo not given)
  A: 2 | B: -2 | C: 0.5 | D: -7 | E: 0 | F: 6 | G: -8 | H: 0 | I: 4

CCOC(=O)N1CCN(C(=O)c2ccc3c(c2)NC(=O)/C(=C\c2cccc(C)c2)S3)CC1
  A: 9 | B: -11 | C: 7.2 | D: -29 | E: -6 | F: -18 | G: -4 | H: 20 | I: -10

COc1ccc(-n2c(=O)c3ccccc3n(CC(=O)NC3CCCCC3)c2=O)cc1
  A: 0 | B: 2 | C: -0.4 | D: -15 | E: 15 | F: -1 | G: 0 | H: 3 | I: -6

CCN(CC)CCNC(=O)Cn1cnc2sc(C)c(S(=O)(=O)N3CCC(C)CC3)c2c1=O
  A: 1 | B: -4 | C: -0.6 | D: -9 | E: 12 | F: 14 | G: -6 | H: 1 | I: -5

Cc1ccc(CC(=O)NC2CCSC2=O)cc1 (stereo not given)
  A: 2 | B: -1 | C: 0.6 | D: -10 | E: 7 | F: 0 | G: -4 | H: -7 | I: -9

COC(=O)c1ccc(C2C(C(=O)Nc3ccc(C)cc3C)=C(C)Nc3ncnn32)cc1 (stereo not given)
  A: 1 | B: 0 | C: -0.2 | D: -16 | E: 24* | F: 10 | G: -6 | H: -12 | I: -5

CCN(CC)CC(=O)Nc1ccc(Oc2ccc(NC(=O)CN(CC)CC)cc2)cc1
  A: 1 | B: -1 | C: 0.3 | D: -10 | E: -4 | F: -18 | G: -13 | H: 10 | I: -10

O=C(COC(=O)c1ccc(N2CCCC2=O)cc1)NCc1ccco1
  A: 0 | B: 0 | C: 0.3 | D: 3 | E: -6 | F: 13 | G: -2 | H: -11 | I: -4

CCOC(=O)C1CCCCN1Cc1cccc(Oc2ccccc2)c1 (stereo not given)
  A: -1 | B: -14 | C: -0.6 | D: -5 | E: 8 | F: 22 | G: 1 | H: -14 | I: -9

COc1cccc(-c2cnc3c(NC(C)=O)cc(-c4ccc(OC)c(OC)c4)cn23)c1
  A: 7 | B: 0 | C: 1.5 | D: . | E: 2 | F: -5 | G: -5 | H: 1 | I: .

CCOC(=O)C1(C(=O)OCC)NC(=O)CC1C (stereo not given)
  A: 1 | B: -7 | C: 0.2 | D: . | E: -7 | F: -9 | G: -2 | H: 10 | I: .

Cc1ccc(C)c(S(=O)(=O)Nc2ccc(C(=O)NCCCN(C)C)cc2)c1
  A: 0 | B: 4 | C: -0.4 | D: . | E: 7 | F: -10 | G: -9 | H: 17 | I: .

COc1ccc(-c2c(-c3cc(OC)cc(OC)c3)n(C)c3ccc(-c4ccn[nH]4)cc23)cc1
  A: 1 | B: 6 | C: 0.0 | D: -16 | E: -11 | F: 4 | G: -2 | H: -9 | I: -6

O=C(CC12CC3CC(CC(Br)(C3)C1)C2)OCCN1CCCCC1
  A: 2 | B: -4 | C: 1.6 | D: -2 | E: -18 | F: 6 | G: -6 | H: -2 | I: -22

CN(c1ccc(OCC(=O)Nc2ccc(S(N)(=O)=O)cc2)cc1)S(=O)(=O)c1ccc(F)cc1
  A: 8 | B: 13 | C: 5.7 | D: . | E: -10 | F: -3 | G: -3 | H: 13 | I: .

C[C@@H]1CC=C[C@H]2[C@H]1C(=O)N(Cc1ccccc1)[C@H]2c1ccc(F)c(/C=C/c2ccccc2)c1
  A: 1 | B: -22 | C: -0.2 | D: -13 | E: -4 | F: -2 | G: -5 | H: 5 | I: -13

Cc1ccc(OCCN2C(=O)C(=O)c3cc(C)ccc32)cc1
  A: 0 | B: -9 | C: 1.8 | D: -7 | E: -4 | F: 1 | G: 0 | H: -2 | I: -3

Cc1cc(-c2ccccc2)oc(=O)c1NC(=O)c1ccccc1
  A: 1 | B: -3 | C: 0.8 | D: -4 | E: -4 | F: 5 | G: -6 | H: 1 | I: -7

Cc1cc(Br)cc(C=Nc2ccc(N3CCOCC3)cc2)c1O
  A: 3 | B: 11 | C: 1.3 | D: -1 | E: -4 | F: 0 | G: -3 | H: -2 | I: -8

CNC(=S)Nc1ccc(OC(F)(F)F)cc1
  A: 2 | B: -4 | C: 1.8 | D: 0 | E: -10 | F: 11 | G: -3 | H: -3 | I: -6

Cc1ccc(NC(=O)C2=CN3CCS(=O)(=O)N=C3C=C2)cc1
  A: 0 | B: 7 | C: 0.9 | D: 6 | E: 0 | F: 4 | G: -2 | H: -12 | I: -5

Cc1ccc(NC2CCCN(C(=O)c3ccccn3)C2)cc1C (stereo not given)
  A: 1 | B: -6 | C: 1.0 | D: -9 | E: -23 | F: 11 | G: -1 | H: -11 | I: -3

CCn1nc([N+](=O)[O-])c(C(C#N)c2nc3cc(C(F)(F)F)ccc3s2)c(Cl)c1=O (stereo not given)
  A: 0 | B: -3 | C: -0.1 | D: -10 | E: 6 | F: 3 | G: -3 | H: 4 | I: -10

CCc1cc2c(SCC(=O)N3CCN(C(=O)c4cccs4)CC3)ncnc2s1
  A: 4 | B: -3 | C: 3.2 | D: . | E: 5 | F: -1 | G: -7 | H: -5 | I: .

CNC(=S)N1CCN(C(=O)C2CCCO2)CC1 (stereo not given)
  A: 1 | B: 4 | C: 0.0 | D: -7 | E: 8 | F: 0 | G: -5 | H: -1 | I: -3

Cc1c(C)n(Cc2ccc(F)cc2)c2ccc(C(=O)NCCN3CCOCC3)cc12
  A: 3 | B: -10 | C: 4.0 | D: -17 | E: -16 | F: 5 | G: -4 | H: -5 | I: -7

CCOC(=O)C1CCN(C(=O)Cn2nc(C)n3nc(-c4ccc(CC)cc4)cc3c2=O)CC1
  A: 2 | B: -6 | C: 1.9 | D: -3 | E: -12 | F: -5 | G: 0 | H: 17 | I: -7

CCOC(=O)c1[nH]c2ccc(Br)cc2c1NC(=O)CCN1CCCC(C)(C)C1
  A: 3 | B: 33* | C: 0.3 | D: -17 | E: 7 | F: -20 | G: -8 | H: 90* | I: -7

COc1ccc(CC2CC(=O)N(c3ccc(C)cc3)C2=O)cc1 (stereo not given)
  A: 1 | B: 3 | C: 1.3 | D: 3 | E: -8 | F: 13 | G: -6 | H: -26 | I: -11

O=C(O)/C=C/c1cnc2ccccc2n1
  A: 0 | B: -9 | C: 0.4 | D: -11 | E: -8 | F: -2 | G: -4 | H: 4 | I: -15

CCC(CO)Oc1cc(NCc2ccccn2)c2ncn(C(C)C)c2c1 (stereo not given)
  A: 0 | B: 7 | C: 0.5 | D: -8 | E: -7 | F: 3 | G: -6 | H: 1 | I: 5

Cc1ccc(CSCC(=O)N/N=C/c2cccc(OC3CSC3)c2)cc1
  A: 1 | B: -3 | C: 0.5 | D: -30 | E: -3 | F: -7 | G: -9 | H: 1 | I: -15

O=S(=O)(NCCCCCNS(=O)(=O)c1ccc(F)cc1)c1ccc(F)cc1
  A: 5 | B: 7 | C: 1.7 | D: -13 | E: -5 | F: -3 | G: 0 | H: 6 | I: -15

Cc1ccc[n+](CC(=O)N2CCCc3ccccc32)c1
  A: 0 | B: -2 | C: 1.5 | D: 8 | E: -15 | F: 7 | G: -6 | H: -3 | I: -11

COc1ccc(N2CCN(CCNC(=O)c3nnc(Cc4c(F)cccc4Cl)o3)CC2)cc1
  A: 2 | B: -2 | C: 2.6 | D: -21 | E: -8 | F: 10 | G: -5 | H: -8 | I: -6

CCN(CC)S(=O)(=O)c1cccc(NC(=O)C(=O)c2c(-c3ccccc3)cc3ccccn23)c1
  A: 0 | B: 5 | C: 0.8 | D: -11 | E: 4 | F: -1 | G: -5 | H: 9 | I: -8

COc1cccc(CNC(=O)CCCN2C(=O)C(c3ccccc3)Oc3cccnc32)c1OC (stereo not given)
  A: 9 | B: -1 | C: 4.9 | D: -26 | E: -4 | F: -3 | G: 0 | H: 8 | I: -9

COC(=O)CC1(C(=O)OC)Nc2cc(Cl)c(Cl)cc2S(=O)(=O)N1O (stereo not given)
  A: 2 | B: 4 | C: 1.1 | D: . | E: 4 | F: 1 | G: -2 | H: -8 | I: .

CCc1ccc(NC(=S)Nc2ccc3[nH]c(=O)[nH]c3c2)cc1
  A: 0 | B: 6 | C: -0.1 | D: -3 | E: -4 | F: 10 | G: -2 | H: -4 | I: 0

Cc1ccc(CS(=O)(=O)Cc2ccc(C(=O)NC3CCCC3)o2)cc1
  A: 0 | B: 7 | C: 0.4 | D: -4 | E: -11 | F: 9 | G: -1 | H: -13 | I: -7

COc1ccc(-c2cc(C(=O)Nc3cccnc3Cl)no2)cc1OC
  A: 1 | B: -2 | C: 0.2 | D: -14 | E: 9 | F: 9 | G: -1 | H: -6 | I: -4

Nc1cc(=O)n(Cc2ccccc2)c(=O)n1-c1ccc(F)cc1
  A: 1 | B: -20 | C: 1.6 | D: -18 | E: -2 | F: 15 | G: -1 | H: -21 | I: 0

Cc1ccc(Cc2c(-c3cccc(Cl)c3)nc3cc(C)c(Br)c(C)n23)cc1
  A: 1 | B: -9 | C: -0.1 | D: . | E: -10 | F: -3 | G: -2 | H: -7 | I: .

CC(=O)NC(c1ccccc1)c1nc(-c2ccc(Cl)cc2)cs1 (stereo not given)
  A: 2 | B: -12 | C: 0.4 | D: . | E: 5 | F: 6 | G: -1 | H: -4 | I: .

4 compounds drawn at random from those above:
Abbreviations: A = CHRM4 agonist; B = M4 antag; C = M1 ag parental; D = CHO parental Ca; E = CHO-K1 Ca antag; F = CHRM1 PAM; G = M1 ag; H = CHRM1 antagonist; I = OXTR potentiate
Cc1c(C)n(Cc2ccc(F)cc2)c2ccc(C(=O)NCCN3CCOCC3)cc12
  A: 3 | B: -10 | C: 4.0 | D: -17 | E: -16 | F: 5 | G: -4 | H: -5 | I: -7

CCN(CC)S(=O)(=O)c1cccc(NC(=O)C(=O)c2c(-c3ccccc3)cc3ccccn23)c1
  A: 0 | B: 5 | C: 0.8 | D: -11 | E: 4 | F: -1 | G: -5 | H: 9 | I: -8

Cc1ccc(CS(=O)(=O)Cc2ccc(C(=O)NC3CCCC3)o2)cc1
  A: 0 | B: 7 | C: 0.4 | D: -4 | E: -11 | F: 9 | G: -1 | H: -13 | I: -7

CC(=O)NC(c1ccccc1)c1nc(-c2ccc(Cl)cc2)cs1 (stereo not given)
  A: 2 | B: -12 | C: 0.4 | D: . | E: 5 | F: 6 | G: -1 | H: -4 | I: .

From PubChem
